# S1P4 antag = antagonists of human S1P4 receptor. AID 1510. inhibition, % at 4.98 µM. S1P4-expressing cells, antagonist mode, reporter read-out. O95977. hit rate 0.26% among 220,000; in the data active = inhibition above about 29%;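 note: 0% = wells stimulated with agonist and 100% = vehicle wells without agonist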
# TRPN1 ag = zebrafish TRPN1 (NompC) channel agonism; HEK293 zebrafish TRPN1-YFP, Fluo-8 calcium fluorescence; 100% = response to 87 µM carbachol; AID 1424; hit rate 0.18% among 220,000; activation, % at 3 µM;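 active = activation above its plate's cutoff, the mean activation of test wells on that plate plus 3 SD, cut at about 19% in these data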;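 note: 0% = DMSO alone and 100% = 87 µM carbachol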
#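 Material – zebrafish TRPN1-YFP in HEK293 cells · Doses – 3 µM single point · Schedule – dye 1 h 37 °C plus 30 min RT · Signal – Fluo-8 calcium fluorescence, excitation 470-495 nm, emission 515-575 nm · Read-out – % activation versus carbachol response · Control set – carbachol high, DMSO low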
# NPY-Y2 PAM-ag = human NPY-Y2 potentiation or agonism, primary screen; P49146; cells expressing NPY-Y2, potentiator/agonist read-out; activation, % at 3.6 µM; hit rate 0.45% among 220,000; AID 1359; in the data active = activation above about 27%;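 note: cells stimulated with NPY near EC25 plus isoproterenol at EC100; 0% = vehicle plus submaximal agonist and 100% = vehicle plus saturating agonist; some results beyond the cut were filed as inactive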
# Target sequence (P49146 whole entry, looked up): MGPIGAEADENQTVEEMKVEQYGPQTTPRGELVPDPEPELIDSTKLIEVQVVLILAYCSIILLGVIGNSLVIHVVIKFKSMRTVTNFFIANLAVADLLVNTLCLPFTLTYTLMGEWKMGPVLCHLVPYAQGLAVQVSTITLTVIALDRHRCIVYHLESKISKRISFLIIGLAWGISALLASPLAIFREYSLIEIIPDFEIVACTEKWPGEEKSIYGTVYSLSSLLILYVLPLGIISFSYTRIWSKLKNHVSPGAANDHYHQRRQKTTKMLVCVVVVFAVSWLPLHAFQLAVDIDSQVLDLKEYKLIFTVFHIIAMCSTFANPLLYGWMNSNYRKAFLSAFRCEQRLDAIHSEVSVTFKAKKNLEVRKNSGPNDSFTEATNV
# TRPML3 ag = human mucolipin-3 channel agonism. hit rate 0.29% among 220,000. activation, % at 3 µM. Q8TDD5. HEK293 TRPML3-YFP, Fluo-8 calcium fluorescence; 100% = the carbachol control signal;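 active = activation above its plate's cutoff, the mean activation of the plate's test wells plus 3 SD, cut at about 12% in these data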;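 note: 0% = DMSO only wells and 100% = carbachol wells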
#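 Material: TRPML3-YFP stable HEK293 cells | Dosing: One concentration, 3 µM nominal, 0.3% DMSO | Timing: 125 s total fluorescence read per well | Technique: Fluo-8 calcium dye fluorescence, ex 470-495, em 515-575 nm | Measure: Percent activation from peak-to-basal fluorescence ratio, scaled between DMSO and carbachol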
# EP2 modulator = modulates human prostaglandin E2 receptor EP2 signaling | P43116 | EP2-expressing cells, cAMP HTRF FRET, PGE2 co-stimulation | induction, % at 25 µM | hit rate 0.83% among 260,000 | AID 940;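 active = compounds whose cAMP rise, as percent of the full-agonist control response, exceeds 60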;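 note: rat C6 glioma line stably carrying human EP2 under a CMV promoter; the protocol text gives 20 µM as final concentration; 100% = response of wells given 1 µM PGE2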
# S1P4 ag = human S1P4 receptor agonism; O95977; S1P4-expressing cell line, agonist reporter assay; activation, % at 4.98 µM; hit rate 0.35% among 220,000; AID 1509; in the data active = activation above about 11%;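 note: 0% = DMSO vehicle and 100% = reference agonist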
# CHOP inhibitor = blocks CHOP induction under ER stress; inhibition, % at 10 µM; CHO-K1 CHOP-promoter luciferase, tunicamycin-induced, 15-18 h; hit rate 3.8% among 220,000; AID 2732;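 active = compounds that reduced the stress-induced luciferase reporter signal by more than about 70% of percent inhibition, limit read from the data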;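 note: 0% = tunicamycin plus vehicle and 100% = wells without tunicamycin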
# NPY-Y1 PAM-ag = potentiates or activates human NPY-Y1 receptor. P25929. NPY-Y1 expressing cells, potentiator/agonist activation. activation, % at 3.6 µM. hit rate 0.37% among 220,000. AID 1304; in the data active = activation above about 33%, passing the limit was not always enough;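 note: cells stimulated with NPY at EC10 then isoproterenol at EC100; 0% = low agonist plus stimulus and 100% = saturating agonist plus stimulus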
# Target sequence (P25929 whole entry, looked up): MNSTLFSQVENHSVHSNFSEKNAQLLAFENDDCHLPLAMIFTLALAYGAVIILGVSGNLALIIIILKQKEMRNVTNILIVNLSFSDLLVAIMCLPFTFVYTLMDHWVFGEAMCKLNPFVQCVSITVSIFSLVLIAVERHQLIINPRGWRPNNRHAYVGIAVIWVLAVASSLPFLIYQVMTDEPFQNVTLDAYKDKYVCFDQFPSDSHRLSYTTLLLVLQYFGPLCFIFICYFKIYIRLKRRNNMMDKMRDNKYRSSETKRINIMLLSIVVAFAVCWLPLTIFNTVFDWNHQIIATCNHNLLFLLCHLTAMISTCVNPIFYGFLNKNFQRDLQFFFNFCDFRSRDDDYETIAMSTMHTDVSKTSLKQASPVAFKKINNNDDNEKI
# NPY Y1 blocker = NPY-Y1 (human) receptor antagonism. P25929. HEK293-CNG Y1 cells, membrane potential fluorescence; NPY at EC95, then isoproterenol. inhibition, % at 3.6 µM. hit rate 1% among 200,000. AID 1040;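 active = inhibition above the campaign mean inhibition of all tested compounds plus 3 SD, cut at about 20% in these data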;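 note: 0% = DMSO wells given NPY plus isoproterenol and 100% = isoproterenol alone without NPY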
#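 material = HEK293 cells with Y1 receptor plus CNG channel | also added = NPY 25 nM then isoproterenol 1 µM plus Ro 20-1724 25 µM | schedule = dye 3 h, compound 60 min room temperature, stimulation 45 min | measured by = membrane potential fluorescence | benchmarks = high control isoproterenol alone, low control NPY with isoproterenol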
# * hit, by the source's call; / = not tested or not shown; & = joins results of further samples.
SMILES,S1P4 antag,TRPN1 ag,NPY-Y2 PAM-ag,TRPML3 ag,EP2 modulator,S1P4 ag,CHOP inhibitor,NPY-Y1 PAM-ag,NPY Y1 blocker
CCn1c(SCC(=O)N/N=C/c2c[nH]c3ccccc23)nnc1-c1ccc(Cl)cc1,-3,-0.3,-5,-0.1,0,-0.9,4,-5,1
O=C(Nc1ccc(N2CCOCC2)c(S(=O)(=O)Nc2cc(Cl)ccc2Cl)c1)c1cccnc1,-7,1.3,-13,0.4,-35,-0.3,4,6,/
COc1ccc(C(=O)Nc2ccc(S(=O)(=O)Nc3ncccn3)cc2)cc1OC,1,1.1,6,1.3,13,0.6,11,-1,-6
CC(C)(C)NC(=O)C(c1ccsc1)N(CCc1ccccc1)C(=O)Cn1nnc2ccccc21 (stereo not given),-7,0.9,3,0.2,0,2.1,95*,3,7
C=CCOC(=O)C1=C(C)OC(N)=C(C#N)C1c1ccc(F)cc1 (stereo not given),-24,-2.9,10,-1.3,17,1.5,9,-14,-1
CC(=O)Nc1c(Br)cc(N2C(=O)CCC2=O)cc1Br,-2,-0.1,0,0.5,-4,2.3,-17,0,2
Cc1cccc(CSCc2ccc(C(=O)NCC3CCCO3)o2)c1 (stereo not given),-3,-0.8,-12,-0.1,-33,-4.0,-4,-13,1
CC(=O)Nc1ccc(SCC(=O)Nc2ccccc2-c2ccccc2)cc1,-12,2.8,4,0.6,18,0.0,-1,-7,-1
C=C(C)C(=O)NC1=NN(c2ccccc2)C(=O)C1,-12,1.2,11,0.6,26,1.0,16,9,1
O=C(COC(=O)C1CC(=O)N(c2ccc3c(c2)OCCO3)C1)NC1CCCc2ccccc21 (stereo not given),-8,0.1,-2,-0.8,43,-0.4,-22,-9,5
Fc1cc(F)c2nc(N3CCOCC3)sc2c1,2,1.8,0,1.1,7,1.4,-1,21,0
O=C(c1ccc2c(c1)OCO2)N1CCN=C1SCc1ccccc1,1,1.4,-4,-0.1,35,-0.7,53,-12,5
C=CCN(CC=C)c1ccc(N2C(=O)C3CCCCC3C2=O)cc1[N+](=O)[O-] (stereo not given),-10,5.1,9,0.6,-9,-0.6,24,13,2
CCOc1ccccc1Nc1nnc(SCC(=O)Nc2cccc(S(=O)(=O)NC3=NCCCCC3)c2)s1,-21,-0.6,8,0.1,-16,2.2,22,-26,-4
CCOc1ccc(OCC)c(NC(=O)CN2CCN(CC)CC2)c1,-10,-0.4,5,-0.1,3&26,-0.7,17,-8,5
CCN1CCN(CC(=O)Nc2ccc(Cl)c(S(=O)(=O)N(C)C)c2)CC1,-10,1.3,-1,0.9,23,1.2,8,8,1
O=C(c1ccccc1)c1cnc(-c2ccccc2)s1,-6,-0.6,1,0.2,-19,1.7,33,9,6
CCOc1ccc(C(C)=O)cc1CSC(=N)N,8,1.4,-4,0.6,-16,1.6,2,-4,6
COc1cc(C(=O)Nc2ccc3c(c2)Cc2cc(NC(=O)c4cc(OC)c(OC)c(OC)c4)ccc2-3)cc(OC)c1OC,-4,2.6,4,0.5,0,-0.5,47,12,1
N#C/C(=C1\C(=O)Nc2c(Cl)cc(Cl)cc21)c1nnc2n1CCCCC2,-6,-0.3,-12,0.3,-14,0.4,5,0,3

# Full records as entered above.
# COc1cc(C(=O)Nc2ccc3c(c2)Cc2cc(NC(=O)c4cc(OC)c(OC)c(OC)c4)ccc2-3)cc(OC)c1OC in the list: S1P4 antag: -4; TRPN1 ag: 2.6; NPY-Y2 PAM-ag: 4; TRPML3 ag: 0.5; EP2 modulator: 0; S1P4 ag: -0.5; CHOP inhibitor: 47; NPY-Y1 PAM-ag: 12; NPY Y1 blocker: 1
# O=C(Nc1ccc(N2CCOCC2)c(S(=O)(=O)Nc2cc(Cl)ccc2Cl)c1)c1cccnc1 in the list: S1P4 antag: -7; TRPN1 ag: 1.3; NPY-Y2 PAM-ag: -13; TRPML3 ag: 0.4; EP2 modulator: -35; S1P4 ag: -0.3; CHOP inhibitor: 4; NPY-Y1 PAM-ag: 6; NPY Y1 blocker: /

# More structures follow.
SMILES,S1P4 antag,TRPN1 ag,NPY-Y2 PAM-ag,TRPML3 ag,EP2 modulator,S1P4 ag,CHOP inhibitor,NPY-Y1 PAM-ag,NPY Y1 blocker
CCOC(=O)C1CCN(C(=O)c2cn(-c3ccccc3)nc2-c2cccnc2)CC1,0,1.8,14,0.9,/,1.4,/,-7,-4
O=C(N/N=C/C=C\c1ccccc1)c1cnccn1,-14,1.0,-16,0.5,-19,1.0,-13,0,6
O=C(Nc1nnc(-c2ccccc2SCc2ccccc2F)s1)Nc1ccccc1F,-6,0.1,1,-0.7,17,-0.6,9,12,0
Cc1cc(C)c(NC(=S)NCCO)c(C)c1,6,1.0,-22,0.1,12,-0.1,4,-7,/
NCC12CC3CC(C1)CC(CN)(C3)C2,13,-0.2,-8,0.6,-3,-0.2,54,20,3
N#Cc1ccc(Cl)cc1NC(=O)COC(=O)c1ccc2c(c1)OCCO2,-5,0.2,-27,0.4,-6,-1.9,13,-16,12
O=C(Cn1nnc(-c2cccs2)n1)N1CCc2ccccc2C1,-12,0.5,-3,0.7,-35,1.5,18,-9,5
CC(=O)c1ccc(-n2nnnc2SCC(=O)N2CCc3ccccc3C2)cc1,0,2.3,11,-0.1,-6,-1.8,6,6,-2
CCOC(=O)COc1cc(Br)c(/C=N/Nc2ccccc2)cc1OC,11,0.0,-10,-0.8,68*,0.1,-16,-13,-4
O=C(O)CCCCCN1C(=O)C(O)=C(C(=O)/C=C/c2ccccc2)C1c1cccc([N+](=O)[O-])c1 (stereo not given),1,1.7,9,0.1,32,-1.3,-14,12,4
CCn1cc(C2=NOC(C(=O)Nc3cc(C)nn3-c3ccccc3)C2)c(C)n1 (stereo not given),2,-0.5,13,0.1,-12,-1.5,26,8,4
CCOC(=O)C1CCN(c2c(-c3ccccc3)c3cc(Cl)ccc3[nH]c2=O)CC1,-9,1.1,11,1.1,80*,-1.4,49,1,-4
Cc1cccc(N(C(=O)Nc2ccccc2)C2=NCC(C)S2)c1 (stereo not given),-27,0.7,-1,0.6,33,1.6,-21,16,2
COc1ccc(-c2nc3ccccc3o2)cc1NC(=O)CSc1ccc(Cl)cc1,-16,1.0,-7,0.7,-7,-1.8,5,0,4
O=C(NCc1ccncc1)c1ccc(Br)o1,-20,1.6,3,0.9,17,0.5,6,1,3
COc1cccc(C2C(C(=O)c3sc(C)nc3C)=C(O)C(=O)N2CCN2CCOCC2)c1 (stereo not given),-4,0.9,-10,-0.1,15,0.0,-29,11,-3
CCN1CCc2c(OCC(=O)N3CCc4ccccc43)cccc2C1=O,-2,-0.8,-9,0.8,-10,3.9,17,-30,2
CC1CN(S(=O)(=O)c2ccc(NC(=O)c3cc(-c4ccccc4O)n[nH]3)cc2)CC(C)O1 (stereo not given),10,2.7,10,1.0,-45,-0.8,/,36,-8
Cc1ccc(OCC(=O)Nc2cccc(C)n2)c(C)c1,-6,-0.8,3,-0.1,22,-0.2,24,-10,12
CN(C(=O)NC(=O)C1=C(N2CCOCC2)/C(=C/c2ccccc2)CC1)S(C)(=O)=O,9,-0.6,8,-0.4,14,-0.7,20,-39,4
COc1ccc(OC)c(S(=O)(=O)N2CCC(C(=O)Nc3cc(C)ccc3C)CC2)c1,0,1.3,0,1.5,-53&5,3.4,60,9,-1
O=C(NCCSc1ccccc1)c1ccccc1Cl,-13,-0.1,-13,-0.3,-52,0.2,12,-11,-3
COc1ccc(C(=O)N2CCN(C3CCN(Cc4ccccc4)CC3)CC2)cc1OC,-3,1.8,-14,1.6,10,1.6,2,-1,4
O=C(Nc1ccc(NC(=O)c2ccccn2)cc1)C(=O)Nc1ccc2c(c1)OCCO2,-26,1.1,5,1.0,0,2.4,-44,5,0
COc1ccc2c(c1)NC1(O)c3ccccc3C(=O)C21O (stereo not given),5,1.0,10,0.8,6,-0.2,13,-14,2
COc1cc(-c2nc3ccc4ccccc4c3c3c2CCC3)cc(OC)c1OC,5,-1.1,4,2.5,37,1.7,57,20,4
Cc1cc(Cl)ccc1NC(=S)NC(C)(C)C,-4,-1.1,1,0.9,-7,-1.4,12,-6,3
Cc1ccc(N2C(=O)[C@@H]3Cc4ccccc4CN3C2=O)cc1,-3,2.6,10,-0.5,28,1.0,19,5,2
O=C(/C(=C/c1ccccc1Cl)c1ccccc1)N1CCOCC1,3,-2.3,10,-0.2,36,0.4,9,5,2
Cc1ccc2nc(C)cc(N/N=C/c3cccnc3)c2c1,-14,0.4,2,-0.1,15,2.0,12,0,1
Cc1ccc(C)c(NC2=NCC(=O)N2C2CCCCC2)c1,-2,-0.5,-6,0.1,-30,-0.1,9,-21,-1
CC1=C(C(=O)Nc2ccccn2)C(c2ccc(F)cc2)n2ncnc2N1 (stereo not given),7,1.1,23,0.9,29,-1.2,-6,12,-3
CCN(CC)S(=O)(=O)c1ccc(Cl)c(NC(=O)COC(=O)/C=C/c2cc(OC)c(OC)c(OC)c2)c1,-14,0.6,-15,0.6,24,5.7,-8,-25,11
Cc1ccc(Cn2cc(SCC(N)=O)c3ccccc32)cc1,2,0.1,-2,0.1,11,0.7,18,-9,2
COc1ccc(-c2noc(CSc3nnc(Cc4ccccc4)n3-c3cccc(C)c3)n2)cc1OC,-7,-1.2,-16,-1.0,-21,-0.7,54,3,1
CCS(=O)(=O)N1Cc2ccccc2CC1C(=O)Nc1nc2ccccc2s1 (stereo not given),-10,0.9,3,0.9,-44,-1.5,36,11,-9
OC1(Cc2ccn[nH]2)CCCCC1,-20,-0.8,11,0.3,-4,7.0,1,-3,-3
CCS(=O)(=O)NC(C)C(c1cccs1)N1CCN(C)CC1 (stereo not given),6,1.7,16,0.2,12,-0.2,4,12,-9
Cc1cc(C(F)(F)F)n2[nH]c(=O)c(N=Nc3ccccc3)c2n1,-10,-0.1,-3,0.1,7,0.8,2,-6,3
CCOC(=O)N/N=C(\C)c1ccc(-n2cnnn2)cc1,-7,1.0,15,0.4,16,1.2,1,-2,4
CCOC(=O)CN1C(=O)C(Sc2nnc(-c3ccccc3OC)s2)CCc2ccccc21 (stereo not given),0,-0.1,-13,1.2,/,-2.1,/,11,8
CC1CN(C(=O)C2CCCN2S(=O)(=O)c2ccc(Cl)cc2)CC(C)O1 (stereo not given),-11,-0.3,-11,-0.3,-5,0.0,-12,-24,-3
Nc1cccc(S(=O)(=O)c2cccc(N)c2)c1,0,0.3,1,0.4,20,-2.7,-2,-6,-8
CCCC(=O)Nc1ccc(C(=O)Nc2nc(CC(=O)OCC)cs2)cc1,-19,2.7,0,0.9,-7,0.9,7,-2,0
Cc1ccc(CSCCNC(=O)CN(c2cccc([N+](=O)[O-])c2)S(C)(=O)=O)cc1,8,1.4,4,0.8,-16,1.8,45,28,-1
NC(N)=N/N=C/c1c(Cl)cccc1Cl,-12&-6,1.8&-0.3,-2&-6,-0.2&0.8,33&26&4,-0.8&1.3,-3&-5&11,4&-23,9
O=C(CN1CCCC1)N1c2ccccc2Sc2ccccc21,8,0.1,9,0.3,-7&-22,-0.7,0,-9,-2

# Bioassay records from PubChem.
